# Source: PubChem (several laboratories)
# GPR55 activation: GPR55 agonists via beta-arrestin recruitment, primary screen, imaging, U2OS cells, beta-arrestin-GFP redistribution (AID 1961). U2OS GPR55 beta-arrestin-GFP redistribution imaging; higher % means a stronger effect. one-dose activation, % at 10 µM; EC50 in µM for titrated hits. actives 0.048% (n = 290,000);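 active = activation above 40% with more than 50 cells counted in the well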;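 also: U2OS osteosarcoma cells stably expressing GPR55 and beta-arrestin-GFP; plate controls were DMSO negative control for no effect and LPI positive control for full effect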
# ER stress rescue: rescue of cells from ER stress-induced death, primary screen, 384-well, CSM14.1, thapsigargin, ATP luminescence (AID 1222); one-dose cellular ATP content (survival), % at 20 µM; EC50 in µM for titrated hits; 190,000 tested, under 10 active; CSM14.1 thapsigargin-induced death rescue, ATP luminescence; higher % means a stronger effect;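 active = EC50 below 50 µM in the dose-response confirmation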;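 also: death triggered by thapsigargin at about 15 µM added after 2 h compound pretreatment; cell ATP read after overnight thapsigargin exposure of roughly 18 to 22 hours; normalized against plate controls of thapsigargin alone and 5% DMSO vehicle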
# KOR beta-arrestin-1: KOR antagonists, beta-arrestin recruitment, cell-based, luminescence, uHTS (AID 1778); KOR beta-arrestin recruitment, luminescence, antagonist mode; higher % means a stronger effect; inhibition, % at 10 µM; hits with a dose series show IC50 in µM; actives 0.091% (n = 290,000); also: strong numbers were not always called active
# Yfh1-depleted yeast: mitochondrial function rescue without frataxin homolog – Friedreich's ataxia, plus single-dose screen, dose response (AID 1465) | S. cerevisiae Yfh1-off respiration, WST-1 reduction, 72 h; higher fold induction means a stronger effect | fold induction at 50 µM; hits with a dose series show EC50 in µM | actives 0.074% (n = 220,000);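 active = fold induction of absorbance versus untreated yeast above a set limit, then at least 30% activation at any dose in follow-up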;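 also: activators that raise dye reduction in frataxin-depleted yeast; strong numbers were not always called active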
# KOR beta-arrestin-2: kappa opioid receptor activators – cell-based, luminescence, uHTS, primary screen (AID 1777). KOR beta-arrestin recruitment, luminescence; higher % means a stronger effect. activation, % at 10 µM; hits with a dose series show EC50 in µM. actives 0.02% (n = 280,000); in the data active = activation above about 50%, passing the limit was not always enough; also: a part of the inactive calls stands beside numbers as strong as those of hits
# NTR1 ag: agonists of NTR1, primary screen, imaging, U2OS cells, beta-arrestin-GFP, high content (AID 493036); P30989; NTR1-U2OS beta-arrestin-GFP spot imaging, agonist mode; activation, % at 20 µM; actives 0.17% (n = 330,000);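 active = activation at or above 40% of the spot to cytoplasm intensity ratio, with at least 20 cells analyzed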;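 also: 0% = DMSO without peptide and 100% = 100 nM NTR1 peptide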
# Target sequence (P30989 whole entry, looked up): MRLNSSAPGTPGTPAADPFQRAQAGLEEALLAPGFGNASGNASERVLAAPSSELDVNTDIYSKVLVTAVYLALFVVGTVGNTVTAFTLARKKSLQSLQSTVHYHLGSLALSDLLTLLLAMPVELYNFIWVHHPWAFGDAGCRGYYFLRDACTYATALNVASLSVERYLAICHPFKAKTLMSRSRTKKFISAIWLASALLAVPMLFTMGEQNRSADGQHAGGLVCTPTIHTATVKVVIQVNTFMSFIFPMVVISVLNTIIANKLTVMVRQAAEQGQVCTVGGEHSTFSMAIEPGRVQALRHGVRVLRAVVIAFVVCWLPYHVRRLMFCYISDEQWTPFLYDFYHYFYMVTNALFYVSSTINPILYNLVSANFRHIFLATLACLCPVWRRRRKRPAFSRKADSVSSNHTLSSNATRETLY
# TNAP activation fold: stimulation of alkaline phosphatase TNAP activity – biochemical, luminescent, no phosphate acceptor, uHTS, primary screen (AID 1001). purified TNAP, luminescent activation assay, no phosphate acceptor; higher activation fold means a stronger effect. activation fold at 20 µM; hits with a dose series show EC50 in µM. actives 0.03% (n = 200,000); in the data active = activation fold from about 3, or a potency from the dose series; inactive = the rest, 99 in 100 with activation fold below about 1.6; also: many of its hits are not listed in these tables
# NOD1 inhibition: NOD1 signaling inhibitors, primary screen, cell-based, luminescence, uHTS (AID 1578). NOD1-driven NF-kB luciferase reporter cells, luminescence; higher % means a stronger effect. one-dose inhibition, % at 4 µM; EC50 in µM for titrated hits. actives 1% (n = 290,000); in the data active = inhibition mostly above about 36%, no sharp cut-off; inactive = mostly below about 34%;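 also: HEK-293T reporter cells stimulated with the NOD1 agonist gamma-tri-DAP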
# HEK293 NOD2/NF-kB: NOD2 signaling inhibitors, cell-based, luminescence, uHTS, HEK293 (AID 1566). HEK293 NOD2/NF-kB luciferase reporter, luminescence; higher % means a stronger effect. one-dose inhibition, % at 4 µM; EC50 in µM for titrated hits. actives 0.63% (n = 290,000); also: many of its hits are not listed in these tables
# NTR1 ag cell count 20 µM: second read-out of NTR1 ag, no call of its own (marks repeat the call); cell count; measured here: cell count, cytotoxicity flag
# Starred values were filed as active, the others as inactive; i = inactive; . = no result given; [ ] = dose if it differs, or a comment. Rule as the data show it, unless noted: active = inhibition above about 50%; inactive = the rest. These rows are one share of the data; the hit share may differ from the screen's.
# Order of results – GPR55 activation, ER stress rescue, KOR beta-arrestin-1, Yfh1-depleted yeast, KOR beta-arrestin-2, NTR1 ag, NTR1 ag cell count 20 µM, TNAP activation fold, NOD1 inhibition, HEK293 NOD2/NF-kB
> O=S(=O)(Nc1ccccc1O)c1ccc(Cl)nc1
→ -0.3%, ., -5%, i, 1.5%, -0.4, 67, ., -1%, 16%
> CCCCc1ccc(S(N)(=O)=O)cc1
→ 0.2%, 0.9%, -8%, i, -4.0%, 1.6, 97, 1.2, -9%, 6%
> COc1ccc(CN2CCNC(=O)C2CC(=O)NC2CCOCC2)cc1C (stereo not drawn)
→ 0.0%, ., -6%, ., -3.4%, 0.4, 37, ., -42%, -8%
> N#Cc1cccc(NC(=O)CCC2CCCC2)c1
→ -0.1%, ., 10%, i, -2.3%, -5.0, 81, 1, -20%, 9%
> COc1ccccc1C(=O)N/C(=C\c1cn(S(=O)(=O)N(C)C)c2ccccc12)C(=O)N1CCCC1
→ 0.2%, ., -29%, ., -1.3%, 1.4, 71, ., -15%, -26%
> Cc1cc(C)c2c(CC(=O)O)coc2c1
→ -0.3%, -1.3%, -3%, i, 15%, 0.7, 47, 1, -8%, -11%
> Cc1occc1C(=O)Nc1ccc2c(c1)OCO2
→ 0.1%, -2.7%, 8%, i, -2.5%, -2.7, 60, 1.1, ., -42%
> CCCCCCNC(=O)Cc1ccc(Br)cc1
→ -0.1%, 0.2%, -4%[20 µM], i, ., 0.3, 49, 1.1, -25%, 14%
> CC(=O)C1=C(c2ccccc2)NC(=O)NC1c1ccc(O)c(O)c1 (stereo not drawn)
→ 0.1%, -0.6%, 3%[20 µM], i, ., 1.2, 22, 0.5, -17%, -1%
> CC(=O)Nc1ccc(S(=O)(=O)Nc2cc(C)c(-n3nc4ccccc4n3)cc2O)cc1
→ 0.2%, 2.3%, 18%, i, 6.9%, 5.9, 55, 2.3, 12%, -3%
> COC(=O)CCSC(=S)N1CCOCC1
→ 0.0%, ., -13%, i, -1.6%, -1.9, 58, ., -2%, -5%
> O=C(Nc1nc2ccccc2s1)C1CC(=O)N(c2ccc(Cl)cc2)C1 (stereo not drawn)
→ -0.1%, -0.6%, 16%, i, -5.8%, -0.8, 59, 1.2, 21%, 12%
> COc1cc(/C=C2/C(C)=C(C#N)c3nc(N)c(C#N)c(C)c32)ccc1OCC(=O)O
→ -0.1%, -0.5%, -66%[20 µM], i, 3.6%, 1.7, 47, 0.9, -18%, 4%
> COC(=O)/N=C(/Cc1ccc(OC)cc1)c1ccc(OC)cc1
→ 0.2%, ., -47%, ., -0.9%, -1.0, 46, ., 7%, 16%
> O=C(NCCCN1CCOCC1)/C(=C/c1ccc(F)cc1)NC(=O)c1ccccc1
→ 0.4%, -0.7%, -13%, i, -0.4%, -0.9, 65, 1.1, -25%, 18%
> OCC1(CCc2ccccc2)CCN(Cc2ccc(OC(F)F)cc2)CC1
→ 0.3%, -3.1%, -20%[20 µM], i, ., ., ., 0.9, 41%, -22%
> CCOC(=O)c1cc(=O)c2ccc(OCC(=O)Nc3ccc(F)cc3)cc2o1
→ 0.0%, ., -11%, i, -0.9%, -1.4, 60, ., -11%, 11%
> O=C(COc1ccccc1)NCc1ccc(-n2cccc2)cc1
→ -0.2%, 0.5%, -23%, i, 1.3%, 0.6, 91, 1, -35%, 1%
> COc1ccccc1N(CC(=O)Nc1ccccc1C(=O)NCC(C)C)S(C)(=O)=O
→ 0.6%, -0.6%, -92%, i, 7.1%, 1.2, 58, 1, 16%, -3%
> C#CCSc1nc2ccccc2n1C(=O)c1ccc(S(=O)(=O)N2CCCCC2)cc1
→ -0.6%, -1.1%, 1%, i, 2.0%, ., ., 0.8, -22%, 19%
> Cc1cccc(C)c1NC(=O)COC(=O)c1ccccc1Nc1ccccc1
→ -0.2%, -0.4%, 19%, i, -4.4%, 1.2, 52, 1.1, -17%, -18%
> CCC(=O)Nc1ccc2c(c1)nc(CN1CCN(C(C)=O)CC1)n2C
→ -0.1%, 1.8%, -5%, i, 1.8%, 0.2, 54, 1, 5%, 6%
> O=C(CCl)Nc1ccc(Oc2cnc3ccccc3n2)cc1
→ 0.6%, -0.4%, -1%, i, -0.4%, -4.1, 55, 1.1, ., 25%
> COCCCC1CCN(Cc2cn[nH]c2-c2cc(OC)c(OC)c(OC)c2)CC1
→ 0.4%, 0.4%, -6%, i, -9.6%, -1.6, 56, 1.1, -30%, -3%
> Cc1cc2c(c(=O)o1)C(Cc1ccccc1)C(C#N)=C(N)O2 (stereo not drawn)
→ 0.2%, -1.0%, 15%, i, -8.5%, -0.6, 54, 1.3, -10%, 12%
> Cc1ccc2nc(-c3cccc(Br)c3)cc(C(=O)Nn3cnnc3)c2c1
→ -0.1%, -2.1%, -10%[20 µM], i, 1.3%, 4.4, 60, 1, -42%, -69%
> CCn1c(=O)c2c(nc3n2CCN3c2ccccc2)n(C)c1=O
→ 0.1%, -2.4%, ., i, ., -0.2, 62, 1, 24%, 15%
> CCN(CC)c1c2c(c(C#N)c3nc4ccccc4n13)CCC2
→ 1.9%, 1.8%, -22%, i, -3.9%, 1.1, 94, 1.2, -18%, -4%
> COc1ccccc1C1C(C#N)=C(N)Oc2cc(C)n(Cc3ccccn3)c(=O)c21 (stereo not drawn)
→ -0.1%, -0.6%, 45%, i, 1.3%, -0.2, 73, 1.2, 26%, -10%
> Fc1ccc(-c2cc(C(F)(F)C(F)F)[nH]n2)cc1
→ -0.3%, ., 0%, i, 4.7%, 2.7, 52, ., 1%, 9%
> CC(C)[C@H](NC(=O)[C@H](Cc1ccccc1)n1c(=O)[nH]c2ccccc2c1=O)C(=O)N1CCC[C@H]1C(=O)O
→ -0.2%, ., -2%[20 µM], ., 3.0%, -1.9, 80, ., -17%, 9%
> CCCC(=O)Nc1nn(C)c2nc3cc(C)ccc3cc12
→ -0.2%, -2.3%, -24%, i, 3.2%, 1.1, 45, 1.1, -17%, -2%
> COc1ccccc1N(CC(=O)N/N=C/c1ccc(SC)cc1)S(C)(=O)=O
→ 0.0%, -0.8%, 32%, i, 6.6%, 0.5, 53, 1.1, 1%, 21%
> CCOc1ccc(N(CC(=O)NC2CCCCC2)C(=O)CCC(=O)Nc2nccs2)cc1
→ -0.1%, ., 14%, ., 0.2%, -0.5, 45, ., -14%, 0%
> CCn1c(=O)c(CCC(=O)N2CCN(c3ccccn3)CC2)c(C)c2c(C)nn(-c3ccccc3)c21
→ 0.6%, ., -14%, ., 0.3%, 15, 53, ., -26%, 7%
> CCc1ccc(NC(=S)N2CCC(NC(=O)c3ccccc3OC)CC2)cc1
→ 0.3%, ., -21%, ., -2.8%, 0.3, 48, ., 9%, 21%
> CC(C)N(C(=O)CSc1nnc(CSc2ncccn2)n1C)C(C)C
→ -0.1%, 0.8%, -39%[20 µM], i, ., 2.9, 44, 1.1, -24%, -1%
> O=C(CCS(=O)(=O)c1ccccc1)N1CCN(c2ccc(F)cc2)CC1
→ 0.4%, ., -16%, ., 6.1%, 0.6, 67, ., -8%, 9%
> O=[N+]([O-])c1ccc(N/N=C/c2ccccc2)c(F)c1
→ 0.1%, 22%, 40%, i, 5.1%, 3.4, 55, 1, -20%, 23%
> O=C(Nc1ccccc1)N(CCCN1CCOCC1)Cc1cc2cc3c(cc2[nH]c1=O)OCCO3
→ -0.4%, -0.6%, 8%, i, -8.0%, -0.3, 25, 1.1, -20%, 13%
> CCOC(=O)c1[nH]c2cc(OC)c(OC)cc2c1NC(=O)CCN1CCSCC1
→ -0.1%, ., -7%, i, 0.3%, 0.7, 51, ., -9%, -12%
> Cc1ccc(C)c(N/C(N)=N/c2nc(C)cc(C)n2)c1
→ 0.3%, -4.6%, -35%, i, 1.2%, 0.5, 37, 1.3, 27%, -14%
> CCOC(=O)N1CCN(C(=O)c2cc(OC)cc(OC)c2)CC1
→ -0.1%, -0.8%, 16%, i, -0.3%, 0.8, 48, 1.1, 16%, 13%
> CC(C)CSc1ncc(-c2cccc(C(F)(F)F)c2)cn1
→ 0.0%, -0.1%, -10%, i, 9.5%, 2.9, 91, 1, 5%, -2%
> CN1CCc2nc3sc(C(=O)C45CC6CC(CC(C6)C4)C5)c(N)c3cc2C1
→ -0.1%, -1.4%, -20%, ., -1.4%, 2.0, 41, 1, ., 18%
> COc1ccc(NC(=O)CN2CCN(CC(=O)Nc3ccc(OC)c(OC)c3)CC2)cc1
→ -0.1%, 1.8%, -32%, i, 9.4%, -1.2, 47, 1, -25%, -8%
> Cc1nn(-c2ccccc2)c2nc(-c3ccccc3)cc(C(=O)N3CCOCC3)c12
→ -0.2%, -0.7%, -14%, i, -3.5%, 3.9, 52, 1.1, -24%, 17%
> O=C(CSc1nnc2c(n1)[nH]c1ccccc12)NCc1ccco1
→ 0.2%, -0.8%, -7%, i, -0.5%, 0.2, 49, 1, -47%, 0%

# Eleven consecutive entries already listed, quoted:
# Order of results – GPR55 activation, ER stress rescue, KOR beta-arrestin-1, Yfh1-depleted yeast, KOR beta-arrestin-2, NTR1 ag, NTR1 ag cell count 20 µM, TNAP activation fold, NOD1 inhibition, HEK293 NOD2/NF-kB
> O=S(=O)(Nc1ccccc1O)c1ccc(Cl)nc1
→ -0.3%, ., -5%, i, 1.5%, -0.4, 67, ., -1%, 16%
> CCCCc1ccc(S(N)(=O)=O)cc1
→ 0.2%, 0.9%, -8%, i, -4.0%, 1.6, 97, 1.2, -9%, 6%
> COc1ccc(CN2CCNC(=O)C2CC(=O)NC2CCOCC2)cc1C (stereo not drawn)
→ 0.0%, ., -6%, ., -3.4%, 0.4, 37, ., -42%, -8%
> N#Cc1cccc(NC(=O)CCC2CCCC2)c1
→ -0.1%, ., 10%, i, -2.3%, -5.0, 81, 1, -20%, 9%
> COc1ccccc1C(=O)N/C(=C\c1cn(S(=O)(=O)N(C)C)c2ccccc12)C(=O)N1CCCC1
→ 0.2%, ., -29%, ., -1.3%, 1.4, 71, ., -15%, -26%
> Cc1cc(C)c2c(CC(=O)O)coc2c1
→ -0.3%, -1.3%, -3%, i, 15%, 0.7, 47, 1, -8%, -11%
> Cc1occc1C(=O)Nc1ccc2c(c1)OCO2
→ 0.1%, -2.7%, 8%, i, -2.5%, -2.7, 60, 1.1, ., -42%
> CCCCCCNC(=O)Cc1ccc(Br)cc1
→ -0.1%, 0.2%, -4%[20 µM], i, ., 0.3, 49, 1.1, -25%, 14%
> CC(=O)C1=C(c2ccccc2)NC(=O)NC1c1ccc(O)c(O)c1 (stereo not drawn)
→ 0.1%, -0.6%, 3%[20 µM], i, ., 1.2, 22, 0.5, -17%, -1%
> CC(=O)Nc1ccc(S(=O)(=O)Nc2cc(C)c(-n3nc4ccccc4n3)cc2O)cc1
→ 0.2%, 2.3%, 18%, i, 6.9%, 5.9, 55, 2.3, 12%, -3%
> COC(=O)CCSC(=S)N1CCOCC1
→ 0.0%, ., -13%, i, -1.6%, -1.9, 58, ., -2%, -5%
